EPAC2 antag – blocks human EPAC2 exchange factor; AID 720708; actives 0.18% (n = 360,000); Potency, µM (doses to about 114 µM), for inactives: at the top dose activity, negative = inhibition, most hits filed as inhibitors; EPAC2 GEF exchange of Rap1B-BODIPY-GDP, fluorescence; further: potency means the concentration at half of the fitted maximal effect; on the % scale 0 is the no-effect control and ±100 the full control effect; nearly all actives have a fitted effect of over 45% in size; many of its hits are not listed in these tables
pAkt inh – inhibitors of Akt phosphorylation; Neuro2A IGF-stimulated pAkt S473 HTRF, 20 min; stronger effect = lower value; activity change, % for hits at 50 µM; actives 0.32% (n = 360,000); AID 651550; in the data active means activity change below about -80%; inconclusive means mostly about -51% to -80%; further: on the % scale 0 is the no-effect control and ±100 the full control effect
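Neuro2A cells (4,500/well, DMEM with 0.5% FBS) were treated with compound at a single 50 µM final concentration, stimulated with 6 nM IGF for 20 min at 37 °C, and lysed. Phospho-Akt Ser473 was read by HTRF as 665/615 ratio ×10^4.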
CCT chaperon mod – modulators of cytosolic chaperonin (CCT/TRiC) activity. purified chaperonin ATPase assay, HTRF ADP detection, 30 min. actives 0.3% (n = 360,000). activity change, % (test concentration not listed), hits read low; in the data active means activity change below about -30%; further: on the % scale 0 is the no-effect control and ±100 the full control effect
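TRiC (40 or 20 nM final, by batch activity) in 30 mM Tris pH 7.4, 100 mM KCl, 5 mM MgCl2, 1 mM DTT was treated with compound at 76 uM single dose, then 10 uM ATP, 30 min at 37 °C. ADP was read by HTRF Transcreener.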
PTHR1 ag – agonists of human PTHR1 parathyroid hormone receptor; Potency, µM (titrated, usually from 115 µM), for inactives: at the highest dose activation, most hits filed as activators; actives 0.075% (n = 410,000); HEK293 GP2 PTHR1 cells, GloSensor cAMP luminescence, 1 h; AID 743266; further: potency means the concentration at half of the fitted maximal effect; nearly all actives have a fitted effect of over 55% in size; some results filed as inactive show a strong effect at the top dose; inactives centre near -15; many of its hits are not listed in these tables
Target sequence (Q03431 whole entry, looked up): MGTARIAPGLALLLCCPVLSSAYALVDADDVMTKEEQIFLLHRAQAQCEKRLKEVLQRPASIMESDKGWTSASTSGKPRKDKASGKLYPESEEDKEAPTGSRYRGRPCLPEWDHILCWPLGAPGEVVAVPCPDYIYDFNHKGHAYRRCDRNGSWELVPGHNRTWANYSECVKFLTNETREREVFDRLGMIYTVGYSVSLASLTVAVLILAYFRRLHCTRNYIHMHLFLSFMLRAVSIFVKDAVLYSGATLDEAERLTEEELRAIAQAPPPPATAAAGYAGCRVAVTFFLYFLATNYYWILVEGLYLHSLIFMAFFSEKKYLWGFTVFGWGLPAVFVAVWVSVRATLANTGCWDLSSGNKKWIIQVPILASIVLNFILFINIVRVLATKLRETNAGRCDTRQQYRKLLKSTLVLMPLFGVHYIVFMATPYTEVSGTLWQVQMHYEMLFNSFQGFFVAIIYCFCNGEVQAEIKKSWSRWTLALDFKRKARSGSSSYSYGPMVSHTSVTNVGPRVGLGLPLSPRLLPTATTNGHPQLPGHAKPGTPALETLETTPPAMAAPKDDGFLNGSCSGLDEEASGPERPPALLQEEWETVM
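HEK-293-derived GP2 cells expressing PTHR1 and a GloSensor cAMP reporter, 3,000/well, plated overnight, given luciferin plus IBMX (each 0.5 mM as added) for 1 h at 37 °C, then compound for 1 h at 37 °C. Luminescence was read after 15 min at room temperature.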
D3 ag – agonists of human D3 dopamine receptor; D3R DiscoveRx beta-arrestin cells, luminescence, 90 min; actives 0.58% (n = 410,000); P35462; max activation, %; in the data active means max activation above about 30%; further: 0% is about no effect; mostly tested at two doses, the higher about 12 µM
Target sequence (P35462 whole entry, looked up): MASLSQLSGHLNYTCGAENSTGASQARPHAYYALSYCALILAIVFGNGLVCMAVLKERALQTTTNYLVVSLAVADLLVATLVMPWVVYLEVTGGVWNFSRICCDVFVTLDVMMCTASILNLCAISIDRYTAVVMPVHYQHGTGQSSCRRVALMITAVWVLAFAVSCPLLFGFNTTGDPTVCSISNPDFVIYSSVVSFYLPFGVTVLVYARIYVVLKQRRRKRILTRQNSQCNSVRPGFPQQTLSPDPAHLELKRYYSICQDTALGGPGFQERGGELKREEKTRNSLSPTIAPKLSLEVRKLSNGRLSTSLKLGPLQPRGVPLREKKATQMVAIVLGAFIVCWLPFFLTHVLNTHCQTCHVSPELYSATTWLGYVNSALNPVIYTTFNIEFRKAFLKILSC
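Cells at 1500/well, incubated overnight, then treated with pinned compounds (dopamine as control) for 90 min at 37 degrees C. DiscoveRx reagent added for 30 - 60 minutes at room temperature; luminescence read.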
Mm-Cpn inhibitor – M. maripaludis TRiC chaperonin inhibition. Potency, µM (titrated, usually from 76.9 µM), for inactives: at the highest dose activity, negative = inhibition, most hits filed as inhibitors. purified Mm-Cpn ATPase, ADP Transcreener TR-FRET. actives 0.031% (n = 330,000). AID 504842; further: potency means the concentration at half of the fitted maximal effect; on the % scale 0 is the no-effect control and ±100 the full control effect; nearly all actives have a fitted effect of over 80% in size
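Measured: ADP formation by purified Mm-CPN. Conditions: 25 nM protein, 10 uM ATP, Tris pH 7.4 with Mg2+, K+ and DTT, 37°C for 30 min. Detection: Transcreener HTRF after 30 min at room temperature.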
DRD3 antagonist – D3 dopamine receptor (human) antagonism | P35462 | D3R cells, DiscoveRx beta-arrestin luminescence, antagonist mode; stronger effect = lower value | max response, negative = inhibition, % | actives 2.5% (n = 360,000) | AID 652054; in the data active means max response below about -50%; inconclusive means no clear call, values can overlap the other calls; further: on the % scale 0 is the no-effect control and ±100 the full control effect; mostly tested at two doses, the higher about 12 µM
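Cells expressing the human receptor were seeded at 1500 cells/well, incubated overnight at 37 degrees C in 5% CO2, then exposed to library compounds with dopamine controls for 90 minutes at 37 degrees C before luminescent detection.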
EPAC2 ag – EPAC2 (human) agonism | actives 0.079% (n = 360,000) | Potency, µM (doses to about 154 µM), for inactives: top-dose activation, actives largely listed as activators | Q8WZA2 | EPAC2 activation, biochemical qHTS; response scale: 100% = 6.5 mM cAMP response | AID 720711; further: potency means the concentration at half of the fitted maximal effect; nearly all actives have a fitted effect of over 50% in size
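Compounds were titrated in qHTS against a Rap1B-BODIPY-GDP (250 nM) complex with EPAC2 (100 nM) and GDP (50 uM). BODIPY-GDP release tracked at 480/540 nm over 30 min at room temperature, normalized to 6.5 mM cAMP.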
* = called active by the depositor; i = inactive; ? = inconclusive; / = not tested or not shown; & = joins results of further samples; [ ] = remark or other dose. Unless noted, the call rests on the fitted dose curve; in most records, active means well fitted curve in the direction sought with a large enough effect; inconclusive means small, poorly fitted or top-dose-only effect, or another doubt; inactive means no such curve, though single readings can be large; an effect the other way counts as inactive or inconclusive. These rows are one share of the data; rates above refer to the full screens.

Below each compound: EPAC2 antag | pAkt inh | CCT chaperon mod | PTHR1 ag | D3 ag | Mm-Cpn inhibitor | DRD3 antagonist | EPAC2 ag
Cc1ccc(CC(C(=O)O)C(C)C(=O)Nc2ccc(F)cc2)cc1 (stereo not given)
 : -5% | i | 1.2 | i | -10 | 0% | -11 | 17%
O=C(Cn1nc(Cc2cccnc2)c2ccccc2c1=O)NCc1ccc(F)cc1
 : -2% | i | 1.5 | -1% | 2 | 0% | 9 | 11%
C=CCNCCCCOc1ccc(OCc2ccccc2)cc1
 : 1%[57.1 µM] | i | 2.4 | -21% | -6 | 0% | -10 | 4%
CCOC(=O)c1c(C)[nH]c(C(=O)OCC(=O)Nc2ccccc2)c1C
 : -8% | i | 1.0 | i | -1 | -1% | 1 | 3%
O=C1CCN(Cc2ccc(O)cc2)CCN1CCO
 : -7%&6% | i | -0.2&-1.5 | -22%&-14% | -17&6 | -1% | -15&-14 | 2%&-2%
Cn1cnc(NCc2ccccc2)c1[N+](=O)[O-]
 : -2% | i | 1.1 | -8% | 0 | -2% | 2 | 1%
Cc1cccc(CSCCNC(=O)CCSc2ccccc2)c1
 : -17% | i | -2.9 | i | -11 | -3% | 2 | 18%
O=c1nc(N2CCCCC2)nc(Nc2ccccc2)[nH]1
 : 2% | i | 0.2 | -3% | 7 | -1% | 20 | 7%
COc1cccc(C(=O)OCCCOC(=O)c2cccc(OC)c2OC)c1OC
 : -4% | i | -0.9 | -2% | -4 | / | 10 | 6%
COC(=O)C1(C(O)C(=O)c2ccc(C)cc2C)CCCCC1 (stereo not given)
 : -3% | i | -1.8 | -4% | -2 | 2% | -12 | -3%
COc1cc2c(cc1OC)C(/C=C/c1ccco1)=NCC2
 : 23% | i | -0.1 | -5% | -2 | -3% | 4 | -2%
O=C(OC(C(=O)Nc1ccc([N+](=O)[O-])cc1Br)c1ccccc1)c1ccccc1 (stereo not given)
 : -2% | i | -0.8 | -3% | 7 | 0% | -9 | 4%
Cc1cccc(C(=O)Nc2ccnc(-c3cccnc3)n2)c1
 : 2% | i | -2.1 | -95%[inhibitor] | -6 | -26% | 0 | 12%
O=C(N1CCOCC1)N1CCN(c2ccc(F)cc2)CC1
 : 9% | i | 1.9 | -7%[57.5 µM] | -2 | -2% | 9 | 2%
COc1ccccc1CNC(=O)COc1cc2c(c3oc(=O)cc(C)c13)CCC(C)(C)O2
 : -9% | i | -0.5 | -17% | 11 | -1% | 48 | 8%
CCOc1ccc(CCNC(=O)C2CC(=O)N(C3CCCC3)C2)cc1OCC (stereo not given)
 : 4% | i | -3.7 | -1%[57.5 µM] | 2 | 1% | 6 | -12%
CC(C)Cc1ccc(C(C)CC2=CCC(CN(C)C)C2=O)cc1 (stereo not given)
 : -5% | i | 0.2 | -15% | -5 | / | ? | 10%
CCN(CC)C(=O)C(=O)c1cn(CC(=O)N2CCc3ccccc3C2)c2ccccc12
 : -2% | i | -7.7 | i | -10 | -1% | -1 | 11%
COc1ccc(Nc2nc(NCC3CCCO3)nc(N)c2[N+](=O)[O-])cc1 (stereo not given)
 : -27% | i | 0.5 | i | 6 | 4% | -4 | -3%
CC1(C)CC(=O)C2=C(C1)OC(N)=C(C#N)C2c1ccc2c(c1)OCO2 (stereo not given)
 : -2% | i | -21 | i | 2 | 0% | 23 | 2%
COc1cc2c(cc1OC)C(c1ccc(O)cc1)NCC2 (stereo not given)
 : 12% | i | -0.2 | 6% | -1 | 2% | 7 | 10%
COc1ccc(/C=N/NC(=O)c2cc[n+]([O-])cc2)cc1
 : -6% | i | -0.6 | i | -1 | -4% | 0 | -1%
Cc1ccc(CCN2CC(C(=O)NCCc3ccccc3)CC2=O)cc1 (stereo not given)
 : -1% | / | -0.6 | -23% | -4 | -2% | -4 | 2%
Nc1nc2c(s1)COc1ccccc1-2
 : -7% | i | -2.1 | 0% | -3 | -5% | -7 | 2%
CC(=O)Nc1ccc(N2CCCC(C)C2)c([N+](=O)[O-])c1 (stereo not given)
 : 1% | i | 1.1 | -4% | -12 | 1% | -55* | -5%
Cc1ccc2c(c1)=C(c1sc(N(C)c3ccc(O)cc3)nc1O)C(=O)N=2
 : -3% | i | -3.9 | -57%[inhibitor] | -10 | 1% | -27 | 9%
O=C(c1ccccc1Sc1ccc([N+](=O)[O-])cc1Cl)N1CCOCC1
 : -2% | i | -7.7 | i | 0 | -1% | 2 | -6%
CCOc1ccccc1C1CC(c2ccc(F)cc2)Nc2nc(N)nn21 (stereo not given)
 : 3% | i | -1.2 | i | -2 | 1% | 5 | 9%
CC1CCN(C(=O)CN(Cc2ccc(F)cc2)S(C)(=O)=O)CC1
 : -2% | i | -3.0 | i | -1 | 2% | -7 | 2%
CCNC(=S)N1CCC(C(N)=O)CC1
 : 8% | i | -2.1 | -12% | 3 | 1% | 7 | 1%
CC(C)(C)OC(=O)C[C@@H]1C/C=C\C[C@H](CC(=O)N[C@H](CO)Cc2ccccc2)C(=O)N2CCC[C@H]2COC1=O
 : 16% | i | -1.9 | -9% | 4 | -1% | -7 | 0%
N#CC1=CC2CN(Cc3ccccc3)C1C1C(=O)N(c3ccccc3)C(=O)C21 (stereo not given)
 : -1% | i | 0.2 | -1% | 1 | / | 47 | 1%
O=c1oc2ccccc2c(NC2CCCCC2)c1NS(=O)(=O)c1ccc(F)c(Cl)c1
 : 1% | i | -1.5 | i | -2 | -1% | 3 | -2%
COCn1cnc(-c2ccccc2)c1-c1ccccc1
 : -4% | i | 0.4 | -17% | 6 | / | 4 | 3%
Cc1c(Cl)c(C(F)(F)F)nn1CC(=O)NCc1ccccc1
 : 8% | i | 3.1 | 26% | -3 | -2% | -14 | -15%
CCNc1ccc([N+](=O)[O-])cc1
 : -2% | i | -2.2 | i | -4 | 1% | -15 | 3%
CCCC(=O)Nc1ccc(C=C(C(C)=O)C(C)=O)cc1
 : 11% | i | -1.3 | -33%[inhibitor] | 1 | -2% | 17 | 1%
CC(=O)Nc1ccccc1NC(=O)C/C(C)=N/NC(=O)C(=O)Nc1cccc(Cl)c1C
 : 7% | i | 0.6 | -22% | -1 | -1% | -6 | 0%
Cc1ccc(OCCC(=O)NNC(=O)c2ccccc2F)cc1
 : 2% | i | 0.6 | -20% | 10 | 3% | 1 | 12%
CCc1ccc(NC(=S)Nc2ccc3[nH]c(=O)[nH]c3c2)cc1
 : -2% | i | -2.5 | i | -9 | 0% | -4 | 8%

2 consecutive records already listed, quoted:
Below each compound: EPAC2 antag | pAkt inh | CCT chaperon mod | PTHR1 ag | D3 ag | Mm-Cpn inhibitor | DRD3 antagonist | EPAC2 ag
Cc1ccc(OCCC(=O)NNC(=O)c2ccccc2F)cc1
 : 2% | i | 0.6 | -20% | 10 | 3% | 1 | 12%
CCc1ccc(NC(=S)Nc2ccc3[nH]c(=O)[nH]c3c2)cc1
 : -2% | i | -2.5 | i | -9 | 0% | -4 | 8%

Next part:
Below each compound: EPAC2 antag | pAkt inh | CCT chaperon mod | PTHR1 ag | D3 ag | Mm-Cpn inhibitor | DRD3 antagonist | EPAC2 ag
O=S(=O)(c1ccc2c(c1)oc1ccccc12)N1CCOCC1
 : -9% | i | 0.9 | -10% | 2 | -3% | 0 | 4%
CCOC(=O)N1CCN(C(=O)c2ccc3c(=O)n(Cc4ccccc4)c(=S)[nH]c3c2)CC1
 : -1% | i | 0.4 | -14%[57.5 µM] | -5 | ? | 0 | 17%
COc1cc2cc(CCCOC(=O)c3cccc(Br)c3)oc(=O)c2cc1OC
 : 7% | i | 0.1 | i | 10 | 3% | 30 | 8%
O=C(O)C1C2C=CC(O2)C1C(=O)Nc1ccccc1C(F)(F)F (stereo not given)
 : 2% | i | -3.8 | -1%[57.5 µM] | -8 | 1% | 1 | 0%
Cc1ccc2nc(CSc3nnc(-c4ccco4)n3-c3ccccc3)cc(=O)n2c1
 : -3%[57.1 µM] | i | -2.4 | i | -2 | / | -4 | 14%
CN(C)CCNC(=O)c1onc(CSc2ccc(F)cc2)c1C(=O)NCCN(C)C
 : 8% | i | -2.5 | -6% | 2 | 1% | 0 | 2%
COC(=O)C(CCSC)NC(=O)c1cn(-c2ccc(OC)cc2)c(=O)c2ccccc12 (stereo not given)
 : 4% | i | 1.1 | -16% | -2 | 0% | 4 | 5%
COCC(=O)Nc1ccc(C)c(Cl)c1
 : 2% | i | -3.1 | -18% | -1 | 0% | -18 | 9%
CC(=O)Nc1ccc(Cc2nc3ccccc3[nH]2)cc1
 : 0% | i | -1.4 | -2% | -7 | 0% | 5 | 6%
CN(C)CCCn1c(=O)n(C2CCCCC2)c(=O)c2c3c(sc21)CCCCC3
 : -6% | i | -0.7 | i | -18 | / | -2 | 1%
COc1cccc(CCNC(=O)CCCC(=O)c2ccccc2)c1
 : 1% | i | 1.6 | i | -7 | 2% | 15 | -7%
COc1ccc(/C=C2\SC(N3CCc4ccccc4C3)=NC2=O)cc1
 : 8% | i | -1.3 | -30% | -18 | 0% | -2 | 6%
CCc1nn(CCCC(=O)NCc2ccccc2C)c(=O)c2cc3occc3n12
 : 6% | i | -0.4 | i | -11 | -3% | 12 | -4%
CC(C)(C)NCC(O)(c1ccc(Cl)cc1)c1ccc(Cl)cc1
 : 2% | i | 0.3 | -15% | -11 | 1% | -17 | 9%
O=C(CCc1nc2ccccc2c(=O)[nH]1)Nc1nc(-c2cccs2)cs1
 : -6% | i | -0.7 | -12% | 26 | -14% | 28 | 2%
NC(=O)c1cccc(-c2ccnc3c2CC(C(=O)NCc2cccc(Cl)c2)O3)c1 (stereo not given)
 : 5% | i | 0.9 | i | -10 | / | 0 | 14%
CCN(CC)S(=O)(=O)c1ccc(N2CCOCC2)c(NC(=O)Cc2ccccc2F)c1
 : -7% | i | -2.3 | -4% | -9 | 2% | -2 | 14%
COc1cc(CCNC2=CC(=O)c3ncccc3C2=O)ccc1O
 : -5% | i | -0.9 | -7% | 0 | / | 2 | -4%
CCOC(=O)C1(Cc2cccc(Cl)c2)CCCN(C(=O)c2ccc(C)nc2)C1 (stereo not given)
 : -2% | i | -3.1 | i | -5 | 0% | 3 | 10%

Compound activity: PubChem, National Center for Advancing Translational Sciences (NCATS)
